High-throughput results as filed in PubChem.
m5-HT2A agonist – agonists of mouse serotonin 5-HT2A receptor (HTR2A); hit rate 0.66% among 360,000; CHO-K1 mHTR2A beta-arrestin complementation, luminescence; percent of 30 µM serotonin response; activation, % at 7.6 µM; AID 624169;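 active means activation above a run cutoff, the mean activation of all tested compounds plus 3 SD, cut at about 14% in these data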;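 further: 0% = plate median of compound wells and 100% = 30 µM serotonin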
Target sequence (P35363 whole entry, looked up): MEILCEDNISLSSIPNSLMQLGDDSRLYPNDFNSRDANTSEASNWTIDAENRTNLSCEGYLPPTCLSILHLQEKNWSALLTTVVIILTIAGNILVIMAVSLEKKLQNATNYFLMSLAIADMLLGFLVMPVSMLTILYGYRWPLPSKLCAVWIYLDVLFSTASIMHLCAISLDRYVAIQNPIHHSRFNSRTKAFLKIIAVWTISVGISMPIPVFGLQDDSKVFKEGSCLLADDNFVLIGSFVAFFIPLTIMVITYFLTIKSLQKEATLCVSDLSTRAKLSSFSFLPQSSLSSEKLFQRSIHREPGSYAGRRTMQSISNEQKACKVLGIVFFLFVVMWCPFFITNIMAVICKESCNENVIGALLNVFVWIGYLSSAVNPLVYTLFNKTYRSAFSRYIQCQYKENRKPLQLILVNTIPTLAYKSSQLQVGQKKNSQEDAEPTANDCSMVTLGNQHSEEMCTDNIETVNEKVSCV
ABCB6 inh MLPCN – inhibitors of human ABC transporter ABCB6; hit rate 0.19% among 360,000; K562-ABCB6 porphyrin accumulation, flow cytometry, 1 h; active compounds read low; fluorescence ratio to DMSO, % at 10 µM; Q9NP58; AID 602162;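 active means fluorescence ratio to DMSO below 75%, the collection mean minus 3 SD; inconclusive means too few cells collected in the well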;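 further: signal is porphyrin accumulated inside mitochondria; 100% equals median channel fluorescence of DMSO control wells; lower ratio means ABCB6 inhibition with less porphyrin fluorescence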
Glyco luc inh – blocks N-linked glycosylation in D54 reporter cells | reporter increase, % at 12.5 µM | AID 588692 | hit rate 0.23% among 360,000 | D54 ERlucT glycosylation luciferase reporter, 24 h; percent of 100 nM tunicamycin response;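 active means mean luciferase reporter signal, scaled so untreated is 0 and the glycosylation-blocking control 100, at or above a set limit in every replicate; inconclusive means mean reaches the limit but not every replicate does; inactive means mean below the limit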;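 further: luciferase carries N-glycosylation sites so blocking glycosylation raises the light; 0% = median of neutral control wells and 100% = median of 100 nM tunicamycin wells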
Cardio protect – protects H9c2 cardiomyocytes from peroxide injury; H2O2 injury protection, ATPLite, 2 h; protection from H2O2 cell death, % at 20 µM; hit rate 0.63% among 360,000; AID 588492;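 active means compounds giving at least 50% protection of heart cells from peroxide-induced death in the single-dose screen, raw or plate-pattern-corrected value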;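 further: 0% = DMSO wells with peroxide and 100% = DMSO wells without peroxide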
CaV13 ICDI inh – Primary screen for inhibitors of IQ motif and Ca2+-dependent inactivation inhibitor domain binding in CACNA1D, Förster resonance energy transfer in living cells, …. HEK cells, CFP/YFP FRET ICDI-IQ, plate reader, 10 min; percent FRET-ratio fall versus neutral wells. hit rate 0.098% among 340,000. inhibition, % at 12.3 µM. AID 743397;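 active means mean replicate inhibition of at least 30% and at least 1% of replicates passing that level; inconclusive means only one of the two criteria is met; inactive means neither criterion is met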;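 further: 0% = median of the neutral control wells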
aDG glyco act – alpha-DG glycosylation activation; Pro5-aDG cells, alpha-DG glycosylation AlphaScreen (IIH6); 0% Pro5, 100% B10-LARGE cell signal; activation, % at 10 µM; hit rate 0.22% among 360,000;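 active means activation of at least 8% versus controls, or a plate z-score of at least 8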;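 further: Pro5 are CHO cells carrying HIG-tagged alpha-DG that lacks glycosylation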
PDI inh – PDI (human) enzyme inhibition | AID 588391 | P07237 | PDI insulin aggregation turbidity, A650, 90 min | hit rate 0.052% among 350,000 | inhibition, % at 10 µM;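 active means mean inhibition across replicates of 30% or more, whatever share of single replicates reach that level; inconclusive means mean inhibition below 30% while every single replicate reaches 30%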;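 further: absorbance from insulin aggregation driven by PDI reduction with DTT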
Target sequence (P07237 whole entry, looked up): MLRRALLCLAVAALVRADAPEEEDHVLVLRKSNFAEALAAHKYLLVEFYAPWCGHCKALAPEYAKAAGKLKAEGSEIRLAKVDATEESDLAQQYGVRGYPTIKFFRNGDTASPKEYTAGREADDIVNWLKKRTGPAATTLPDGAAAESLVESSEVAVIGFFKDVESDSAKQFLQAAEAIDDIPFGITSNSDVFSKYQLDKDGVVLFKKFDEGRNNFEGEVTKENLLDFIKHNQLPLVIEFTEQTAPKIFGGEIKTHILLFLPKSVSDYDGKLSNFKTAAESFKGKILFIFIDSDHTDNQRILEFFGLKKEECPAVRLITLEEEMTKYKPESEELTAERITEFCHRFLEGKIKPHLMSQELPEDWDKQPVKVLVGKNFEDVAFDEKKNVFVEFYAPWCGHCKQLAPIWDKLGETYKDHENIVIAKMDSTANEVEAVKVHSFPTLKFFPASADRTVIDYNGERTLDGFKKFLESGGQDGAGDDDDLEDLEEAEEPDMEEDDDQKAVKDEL
Granule exo inh – lytic granule exocytosis inhibition. AID 651702. TALL-104 LAMP-1 surface exposure, flow cytometry; cells stimulated with thapsigargin and PMA. inhibition, % at 10 µM. hit rate 0.66% among 360,000;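 active means inhibition above about 55%, limit read from the data; inconclusive means no clear call, values can overlap the other calls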
hiPSC survival – increases survival of single human iPS cells; hit rate 0.044% among 360,000; AID 602274; hiPSC single-cell survival, ATPlite luminescence; 100% = ROCK inhibitor wells, 0% = DMSO; survival enhancement, % at 20 µM; in the data active means survival enhancement above about 18%;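 further: cells exposed to compounds for 16 hours before the ATP read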
Vif imaging – HIV Vif inhibition. AID 602346. HEK293T cells, Vif self-association by quenched fluorescence, imaging, 24 h. inhibition, % at 7.49 µM. hit rate 0.35% among 340,000; in the data active means inhibition above about 50%, passing the limit was not always enough; inconclusive means no clear call, values can overlap the other calls; inactive means below about 31%; further: some results filed as inactive read as strong as hits
The depositor's hits bear a star; ? = inconclusive; · = not tested or not shown.

SMILES	m5-HT2A agonist	ABCB6 inh MLPCN	Glyco luc inh	Cardio protect	CaV13 ICDI inh	aDG glyco act	PDI inh	Granule exo inh	hiPSC survival	Vif imaging
CC1(C)CC(=O)C2=C(C1)c1c(ccc3ccccc13)NC2c1cc([N+](=O)[O-])cc([N+](=O)[O-])c1O (centres undefined)	0	100	-3	-16	-4	0.1	0	-1	-2.3	-4
O=C(Nc1ccccc1Cl)c1ccc2ccccc2c1	-3	102	-1	2	-4	0.0	-3	-4	-0.6	2
COC(=O)c1cc(OC(=O)c2ccc(=O)[nH]c2)cc(C(=O)OC)c1	11	97	0	2	-7	-0.1	3	1	1.2	0
O=C1CCC(C(=O)N2CCC(CCO)CC2)CN1Cc1ccc(Cl)cc1 (centres undefined)	7	91	-1	-4	-2	-0.1	-7	1	-0.3	-1
COc1ccc(Cc2c(C3CCCCC3)nc3ccc(Br)cn23)c(C)c1	1	92	2	-4	-8	0.0	·	-4	-0.3	·
CC(C)C(c1nnnn1C1CCCC1)N(C)C1CCCCC1 (centres undefined)	-3	94	1	-6	-5	-0.1	-2	0	-1.0	-4
O=C(N/N=C/C=N/NC(=O)c1ccco1)c1ccco1	5	95	2	6	·	-0.3	3	9	0.9	-1
COc1ccc(-c2cc(C(=O)Nc3ccc(OC)cc3OC)no2)cc1	-1	95	0	-5	-18	0.0	-7	-5	-0.6	9
Nc1nnnn1/N=C/c1ccccn1	0	102	2	1	-7	-0.3	2	1	-0.9	4
CCCN(CC(=O)Nc1ccccc1C)C(=O)c1ccc(N2CCCCC2)c([N+](=O)[O-])c1	3	96	0	1	-4	-0.1	-2	-5	-0.1	-6
COc1ccc(NC(=O)CSCC(=O)Nc2ccccc2N2CCCCC2)cc1	1	99	-2	-8	-2	0.1	0	-2	-0.3	-5
CC(C)CNC(=O)COC(=O)c1ccccc1OCC(=O)Nc1ccc(Br)cc1	0	103	2	-2	-4	-0.1	-25	-3	-2.8	-4
COC(=O)CCN(C1CCCCC1)S(=O)(=O)c1ccc(S(=O)(=O)N2CCCCC2)cc1	1	98	-4	0	-9	-0.2	-6	1	2.8	14
CCN(CC)C(=O)CN1C(=O)C2CC=C(Cl)CC2C1=O (centres undefined)	-2	101	2	4	-5	0.0	-4	-1	0.5	-4
COc1ccc(NC(=O)CCC2CCCCC2)cc1S(=O)(=O)N1CCCCC1	-2	94	-5	-3	·	0.5	0	14	1.0	-9
O=C(CN1C(=O)COc2ccccc21)N(Cc1ccccc1)Cc1ccccn1	2	100	0	11	-8	0.0	0	-2	-0.3	-8
COc1ccc(NC(=O)c2ccc(N3CCCC3=O)cc2)cc1Cl	-1	101	2	0	-6	0.5	3	-2	-0.9	-7
O=C(CC1(O)C(=O)N(Cc2ccccc2)c2ccccc21)c1ccc2c(c1)OCO2 (centres undefined)	-3	99	-1	-6	-4	0.4	2	1	-0.3	-2
COC(=O)c1ccc(C2/C(=C(/O)c3ccc4c(c3)CC(C)O4)C(=O)C(=O)N2CCN2CCOCC2)cc1 (centres undefined)	4	106	1	0	-7	-0.3	-1	0	3.2	7
CN(Cc1nccn1C)C(=O)CC1C(=O)NCCN1Cc1cccc(Oc2ccccc2)c1 (centres undefined)	0	104	1	6	1	0.1	2	-2	3.5	0
Cc1ccc(-c2cc(C(=O)NCc3ccccn3)c3ccccc3n2)cc1C	-2	96	-5	5	·	0.0	8	-6	-2.1	?
CCCCCCCC(=O)N1CCN(c2cc3c(cc2F)c(=O)c(C(=O)O)cn3CC)CC1	-4	104	8	-4	-3	-0.1	9	-9	0.0	-9
O=C(Cc1ccccc1)NC(NC(=O)Cc1ccccc1)c1cccc([N+](=O)[O-])c1	1	102	-1	-5	1	-0.1	-7	-1	-0.8	-3
CN1CCN(C(=O)C2(NC(=O)NCc3ccccc3)CCCCC2)CC1	0	96	0	-13	·	0.1	-4	-4	-2.3	7
O=S(=O)(NC1CCc2ccccc21)c1ccc(S(=O)(=O)N2CCCC2)cc1 (centres undefined)	-3	105	-2	1	-9	-0.3	1	4	1.0	-1
CCCCCCCC[n+]1cccc2c3ccccc3ccc21	-5	96	?	-26	-19	3.2	0	28	-4.8	·
O=C(NCC(c1ccc(F)cc1)N1CCOCC1)c1ccc(OCc2ccccc2)cc1 (centres undefined)	-8	103	-5	-1	-6	-0.1	6	-7	-1.5	0
O=c1c2ccccc2nc(SCc2ccccc2)n1CC1CCCO1 (centres undefined)	-5	93	1	-2	-4	0.4	-3	-14	-0.5	0
N#CCCN(CCC#N)c1nnc(-c2ccccc2)s1	0	102	-2	2	-8	-0.3	3	0	0.0	·
CN1CCN(c2nc(N3CCN(c4ccccc4)CC3)ncc2F)CC1	-7	97	-5	3	-4	0.2	-3	-3	-3.3	1
CC(C)(C)C(=O)N1CCC2CC1c1cc(Cl)ccc12 (centres undefined)	2	99	-2	-6	-6	0.8	18	2	2.1	·
COc1cc(C)ccc1OCc1cc(C(=O)N2CCC(c3ccc(F)cc3)C2)no1 (centres undefined)	-6	97	-3	-3	-13	0.1	2	77*	0.0	-5
COc1ccccc1CNC(=O)COC(=O)c1ccc(C(=O)c2ccccc2)cc1	-5	88	1	0	-6	0.1	-1	-15	0.0	12
CN(CCCN1CCOCC1)Cc1cn(C)nc1-c1ccccc1F	-3	100	2	14	-3	0.0	9	0	-0.3	-4
NC(=S)NN=Cc1ccc(-c2ccc(S(=O)(=O)Nc3ncccn3)cc2)o1	-2	96	0	-3	-3	0.1	7	-6	1.7	-4
CN(C)C(=O)c1nnsc1Sc1ccc(Cl)cc1	2	100	-1	7	-3	-0.4	-2	-1	-0.8	1
O=C(COC(=O)CCOc1ccccc1)Nc1ncc(Cl)cc1Cl	4	102	-1	8	-5	-0.1	5	2	-1.5	1
CCS(=O)(=O)Nc1ccc(-c2nnc(SCC(=O)OC)o2)cc1	0	98	2	12	0	-0.4	-4	-3	-4.1	5
O=C(O)CCC(=O)NNC(=O)c1ccc(Br)cc1	7	98	-2	4	-15	-0.2	14	-4	-1.8	-2
COc1ccc(-n2c(O)c(/C=N/Nc3nc(C)cc(C)n3)c3ccccc3c2=O)cc1OC	-10	98	-6	62*	-5	0.1	-13	0	-0.9	-11

A stretch taken from the entries so far:
SMILES	m5-HT2A agonist	ABCB6 inh MLPCN	Glyco luc inh	Cardio protect	CaV13 ICDI inh	aDG glyco act	PDI inh	Granule exo inh	hiPSC survival	Vif imaging
O=C(COC(=O)CCOc1ccccc1)Nc1ncc(Cl)cc1Cl	4	102	-1	8	-5	-0.1	5	2	-1.5	1
CCS(=O)(=O)Nc1ccc(-c2nnc(SCC(=O)OC)o2)cc1	0	98	2	12	0	-0.4	-4	-3	-4.1	5
O=C(O)CCC(=O)NNC(=O)c1ccc(Br)cc1	7	98	-2	4	-15	-0.2	14	-4	-1.8	-2

(next part)
SMILES	m5-HT2A agonist	ABCB6 inh MLPCN	Glyco luc inh	Cardio protect	CaV13 ICDI inh	aDG glyco act	PDI inh	Granule exo inh	hiPSC survival	Vif imaging
Cc1ccc(NCC(O)C(O)C(O)CO)cc1C (centres undefined)	-4	95	7	6	·	-0.1	-3	2	-2.3	-2
CCN(CC)c1ccc(-c2nnc(SCC(=O)Nc3ccccc3C#N)n2-c2ccccc2)cc1	0	95	-4	-12	·	0.3	0	88*	-0.3	-10
Cc1cc(C)n(C(=O)c2ccc([N+](=O)[O-])cc2[N+](=O)[O-])n1	1	100	1	17	14	-0.3	6	-2	2.8	3
CN(C)c1ccc(CNn2cnnc2SCc2ccc(F)cc2)cc1	-4	104	-1	-2	-9	0.6	-4	11	0.4	-1
c1csc(-c2noc(CN3CCc4sccc4C3)n2)c1	0	99	1	-1	-2	0.1	-1	2	2.0	-3
COCCNc1nc(-c2cc3ccccc3o2)cs1	4	96	-14	-24	-6	0.0	-1	7	-2.8	-2
O=C(CCN1CCN(c2ccccc2F)CC1)Nc1cccc(F)c1	-2	107	0	1	-21	-0.1	-2	5	-0.2	2
O=C(CN1C(=O)CNC1=O)Nc1cccc(C(F)(F)F)c1	0	107	2	2	-5	0.0	-4	0	-0.8	0
CCCCCC1CC1C(=O)N/N=C/c1ccc(N(C)C)cc1 (centres undefined)	-1	94	0	-5	·	0.0	-5	0	2.1	-3
O=C(O)C1CC(=O)N(Cc2ccc3c(c2)OCO3)C1 (centres undefined)	2	101	1	0	-5	-0.2	8	0	-1.9	-1
Cc1cc(C(=O)N/N=C/c2c(C)[nH]n(-c3ccccc3)c2=O)n[nH]1	8	98	1	-10	-2	0.0	3	-19	-0.8	6
Fc1ccc(/C=N/Nc2nccnc2Cl)cc1	-2	96	0	3	1	-0.1	-11	-8	-0.5	0
O=C(c1ccc(Sc2ccc(F)cc2)c([N+](=O)[O-])c1)N1CCOCC1	-2	92	0	-4	-2	0.0	0	-3	-0.1	-6
O=C(CSc1nc(-c2ccccc2)cc(=O)[nH]1)Nc1ccccc1F	5	94	1	-5	-4	-0.1	-1	-3	-0.8	13
O=C(CN1CCN(c2ccccc2F)CC1)N1N=CCC1c1ccccc1 (centres undefined)	-5	99	0	5	-5	-0.4	2	3	-3.9	4
CN(C)C(=O)c1cn(-c2ccccc2)nc1-c1cccs1	2	96	0	12	-6	62*	4	-1	-0.2	2
O=C(CSc1nc(C2CCCCC2)nc2ccccc12)NCc1ccc2c(c1)OCO2	-4	99	2	5	2	0.1	-5	2	-0.6	-2
O=C(COC(=O)c1cc(-c2ccco2)nc2ccccc12)NCc1ccc2c(c1)OCO2	7	108	0	7	·	0.2	3	4	2.2	·
Cc1ccc(CN(C(=O)COc2ccc(Br)cc2)C2CCS(=O)(=O)C2)o1 (centres undefined)	-2	100	-4	-1	-16	0.2	-20	-2	-0.5	9
CC(C)C(C)(C#N)NC(=O)CN1C(=O)NC2(CCCc3ccccc32)C1=O (centres undefined)	0	98	·	1	-3	-0.1	3	1	0.5	·
C/C(=N/OCC(=O)Nc1ccccc1)c1cccs1	9	104	1	-16	-2	-0.1	-2	1	-3.8	10
CN(C1CCS(=O)(=O)C1)S(=O)C12CC3CC(CC(C3)C1)C2 (centres undefined)	0	101	1	15	-5	-0.2	-8	-1	-0.3	6
Cc1ccccc1OCc1nc2ccccc2c(=O)n1/N=C/c1cn[nH]c1-c1ccc(Br)cc1	-2	95	-3	3	-5	-0.6	-7	7	-0.8	·
COc1cccc(Nc2nc(N)nc(CCl)n2)c1	2	103	0	10	-5	0.6	3	68*	0.3	1
O=C1CC(=O)N(CCc2ccc(F)cc2)C(=O)N1	6	108	1	10	·	-0.1	5	21	6.8	-2
CCCN(CC(=O)Nc1ccccc1C)C(=O)c1ccc(OCC(=O)N2CCOCC2)c(OCC)c1	0	101	1	5	-6	-0.1	-4	11	-0.4	-5
N#CCCSCc1ccc2oc(C(=O)O)cc2c1	-2	103	1	5	-7	0.3	1	-5	0.3	19
O=C(/C=C/c1c[nH]c2ccccc12)c1ccccc1	-1	99	-2	-18	-10	0.2	-3	-3	-0.4	5
CCC(Oc1ccc(C)cc1)C(=O)Nc1ccc(S(=O)(=O)Nc2nccs2)cc1 (centres undefined)	1	94	1	-4	-3	0.1	-13	7	-0.4	10
